Compound activity deposited in PubChem BioAssay by several laboratories.
Ba/F3 V617F tox: reduce viability of Ba/F3 cells dependent on JAK2V617F; Ba/F3 EpoR-JAK2V617F viability, ATP luminescence; actives 1.1% (n = 220,000); inhibition, % at 5.6 µM;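 active = inhibition above the campaign mean plus 3 SD over all tested compounds, cut at about 24% in these data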;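 also: cytokine-independent growth of Ba/F3 cells driven by EpoR plus mutant JAK2; 0% = DMSO-treated cells and 100% = JAK inhibitor I control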
S1P4 antag: antagonists of human S1P4 receptor | inhibition, % at 4.98 µM | S1P4-expressing cells, antagonist mode, reporter read-out | AID 1510 | O95977 | actives 0.26% (n = 220,000); in the data active = inhibition above about 29%;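 also: 0% = wells stimulated with agonist and 100% = vehicle wells without agonist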
Target sequence (O95977 whole entry, looked up): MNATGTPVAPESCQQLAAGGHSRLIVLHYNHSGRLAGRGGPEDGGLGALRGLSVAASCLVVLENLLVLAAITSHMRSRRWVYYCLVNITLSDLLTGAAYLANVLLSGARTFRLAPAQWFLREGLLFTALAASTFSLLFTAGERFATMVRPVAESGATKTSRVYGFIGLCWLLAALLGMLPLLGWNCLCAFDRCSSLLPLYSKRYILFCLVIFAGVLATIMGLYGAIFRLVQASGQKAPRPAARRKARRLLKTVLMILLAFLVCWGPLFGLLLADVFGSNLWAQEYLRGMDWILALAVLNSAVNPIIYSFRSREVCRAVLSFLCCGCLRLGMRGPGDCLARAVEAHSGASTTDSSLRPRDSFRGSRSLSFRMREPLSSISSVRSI
TRPN1 ag: agonists of zebrafish TRPN1 channel; HEK293 zebrafish TRPN1-YFP, Fluo-8 calcium fluorescence; 100% = response to 87 µM carbachol; AID 1424; activation, % at 3 µM; actives 0.18% (n = 220,000);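 active = activation above its plate's cutoff, the mean activation of test wells on that plate plus 3 SD, cut at about 19% in these data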;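 also: 0% = DMSO alone and 100% = 87 µM carbachol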
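Assay system: Zebrafish TRPN1-YFP in HEK293 cells | Incubation: Dye loading 1 h at 37 °C, then 30 min room temperature | Measured by: Kinetic Fluo-8 fluorescence, ex 470-495, em 515-575 nm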
PERK inh: blocks human PERK kinase; Q9NZJ5; actives 0.17% (n = 220,000); CHO PERK-DD fusion, SEAP luminescence translation reporter; inhibition, % at 5.6 µM;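 active = inhibition above the mean inhibition of all tested compounds plus 3 SD, set separately per screening campaign, cut at about 2.9% in these data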;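 also: PERK kinase domain activated by AP20187 dimerizer at 100 nM; 0% = DMSO with dimerizer and 100% = rapamycin at 8.4 µM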
TRPML3 agonist: activates the human TRPML3 channel | Q8TDD5 | actives 0.29% (n = 220,000) | activation, % at 3 µM | HEK293 TRPML3-YFP, Fluo-8 calcium fluorescence; 100% = the carbachol control signal;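 active = activation above its plate's cutoff, the mean activation of the plate's test wells plus 3 SD, cut at about 12% in these data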;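 also: 0% = DMSO only wells and 100% = carbachol wells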
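system = HEK293 cells stably carrying human TRPML3-YFP | doses = one concentration, 3 µM nominal, 0.3% DMSO | timing = dye loading 1 h 37 °C then 30 min ambient, 125 s read | detection = Fluo-8 calcium dye fluorescence, ex 470-495, em 515-575 nm | benchmarks = high control carbachol 87 µM, low control DMSO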
BaF3 tox: parental Ba/F3 viability inhibition as JAK2V617F counter-screen. AID 1486. CellTiter-Glo ATP luminescence. actives 1.1% (n = 220,000). inhibition, % at 5.6 µM;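 active = inhibition above a per-campaign cutoff, the mean inhibition of all tested compounds plus 3 SD, cut at about 27% in these data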;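 also: 0% = DMSO wells and 100% = JAK Inhibitor I control wells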
m-calpain inh: blocks pig calpain II enzyme activity | purified calpain II, fluorogenic peptide substrate, 30 min | inhibition, % at 16 µM | actives 0.37% (n = 220,000) | AID 1236;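 active = inhibition above about 50%, limit read from the data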
S1P4 ag: human S1P4 receptor agonism; S1P4-expressing cell line, agonist reporter assay; activation, % at 4.98 µM; actives 0.35% (n = 220,000); AID 1509; in the data active = activation above about 11%;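 also: 0% = DMSO vehicle and 100% = reference agonist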
EP2 mod: EP2 receptor (human) modulation. P43116. EP2-expressing cells, cAMP HTRF FRET, PGE2 co-stimulation. induction, % at 25 µM. actives 0.83% (n = 260,000). AID 940;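 active = compounds whose cAMP rise, as percent of the full-agonist control response, exceeds 60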;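 also: rat C6 glioma line stably carrying human EP2 under a CMV promoter; the protocol text gives 20 µM as final concentration; 100% = response of wells given 1 µM PGE2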
Target sequence (P43116 whole entry, looked up): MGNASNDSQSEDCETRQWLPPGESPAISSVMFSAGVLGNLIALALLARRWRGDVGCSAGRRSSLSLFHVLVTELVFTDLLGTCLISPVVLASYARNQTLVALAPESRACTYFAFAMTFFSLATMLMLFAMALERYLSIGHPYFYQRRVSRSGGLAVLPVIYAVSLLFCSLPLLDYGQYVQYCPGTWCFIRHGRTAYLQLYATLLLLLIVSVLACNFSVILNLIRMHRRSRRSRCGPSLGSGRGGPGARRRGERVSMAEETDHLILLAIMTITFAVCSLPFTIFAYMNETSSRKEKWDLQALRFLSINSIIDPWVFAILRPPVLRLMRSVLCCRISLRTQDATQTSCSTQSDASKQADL
An asterisk follows results filed as active; i = inactive; . = no result given; & = joins results of further samples; ! = repeats disagree.

SMILES	Ba/F3 V617F tox	S1P4 antag	TRPN1 ag	PERK inh	TRPML3 agonist	BaF3 tox	m-calpain inh	S1P4 ag	EP2 mod
O=c1[nH]c(=S)n(C2CC2)c(O)c1C=NCCN1CCOCC1	-3	6	-1.2	0.8	0.9	1	16	0.0	-8
N=c1n(CCO)c2ccccc2n1Cc1ccccc1	8	4	1.1	-0.1	0.3	7	3	-1.9	10
CC(=NCc1cccnc1)c1c(O)n(C2CCCCC2)c(=O)[nH]c1=O	1	-4	1.3	-0.6	0.5	2	-1	-1.1	14
CCCCCc1nc2c(c(=O)c3ccccc3n2C)c(=O)n1C1CCCCCC1	3	-13	-0.5	0.2	0.0	10	38	0.8	-14
Cc1onc(-c2ccccc2)c1C(=O)N1CCC2(CC1)OCCO2	-2	-2	-0.3	0.2	0.9	3	-18	-3.5	3
CN1CCN(c2cc([N+](=O)[O-])ccc2Cl)CC1	0	6	-0.5	0.2	0.7	7	3	0.8	-23
COC(=O)C1=C(N)Oc2c(c(=O)oc3ccccc23)[C@]12C(=O)N(C)c1ccccc12	-2	-18	0.6	1.0	0.3	1	19	-0.2	-5
O=C(Nc1ccc(Cl)cc1)Nc1nccs1	85*	-10	2.4	0.3	-0.1	79*	-11	2.3	-46
COc1ccc(CC2C(=O)NC(=O)NC2=O)c(OC)c1	0	-20	0.6	0.3	0.4	1	13	0.9	22
CCCCn1c(O)c(C(CC)=NCc2ccc3c(c2)OCO3)c(=O)[nH]c1=O	4	-2	0.3	-1.2	-0.4	0	-4	0.1	-56
CC(=O)Nc1ccccc1C(=O)OCC(=O)c1ccc2ccccc2c1	1	-18	0.1	2.2	-0.1	7	-23	-0.3	-33
O=C1NC(=O)N(c2ccc3c(c2)OCO3)C(=O)/C1=C\c1ccc(-c2ccccc2C(=O)O)o1	-2	2	3.4	1.5	2.1	-3	-9	1.2	-13
O=c1[nH]c(=O)n(CCc2ccc(F)cc2)c(O)c1/C=N/N1CCCCC1	-1	-1	1.2	0.2	0.8	-4	-15	-0.3	19
COc1ccc2c(c1)CC1(CN2C)C(=O)NC(=O)N(c2ccc(F)cc2)C1=O (stereo not drawn)	-4	-17	0.4	0.8	0.0	2	8	2.3	-13
Cc1cc(OC(=O)c2cccs2)c2c3c(c(=O)oc2c1)CCCC3	-2	-9	0.8	0.4	0.6	6	10	-1.0	45
COC(=O)CCCCC1SCC(NC(=O)c2ccccc2)C1Cl (stereo not drawn)	-1	0	5.2	0.4	2.1	2	1	1.0	-82
CCOC(=O)c1c(NS(=O)(=O)c2ccccc2)n(CCCOC)c2nc3ccccc3nc12	-1	5	1.0	-0.3	0.6	6	i	1.6	6
C=CCn1c(O)c(C(C)=Nc2cc(OC)ccc2OC)c(=O)[nH]c1=O	0	-11	1.3	0.9	0.9	-1	-12	-1.4	-2
Cn1cc2c([N+](=O)[O-])cc([N+](=O)[O-])cc2n1	6	-13	1.4	-0.2	0.4	4	5	0.3	-28
CCC(=NCc1ccc(F)cc1)c1c(O)n(C)c(=O)n(C)c1=O	-2	-8	4.9	-0.6	1.4	2	-45	1.5	2
O=C(c1cc(C(=O)NCc2ccccc2)c(=O)n(Cc2ccccc2)c1)c1cc(Cl)ccc1O	-6	6	-0.8	-1.1	0.3	-1	-54	1.6	-20
Cc1c(N=Nc2c(O)n(Cc3ccccc3)c(=O)[nH]c2=O)c(=O)n(-c2ccccc2)n1C	3	-19	-1.2	0.4	0.1	8	4	1.2	8
CCOP(=O)(OCC)C(NC(=O)c1ccccc1Cl)=C(Cl)Cl	2	-6	0.1	-0.4	0.6	3	10	-0.2	18
CN(C)C(=O)Oc1ccc(-c2nnco2)cc1	0	-10	2.1	0.3	0.7	7	5	-2.2	-12
CCC(=Nc1ccc2c(c1)CCC2)c1c(O)n(-c2ccc(OC)cc2)c(=O)[nH]c1=O	0	-2	0.4	-1.6	0.4	-2	-25	-1.8	54
COc1ccc(CCn2c(O)c(C=NCCN3CCCCC3)c(=O)[nH]c2=O)cc1OC	0	6	-0.5	1.0	1.0	3	-15	2.4	23
C=CCN1C(=O)NC(=O)/C(=C/c2cnc(SC)nc2)C1=O	2	-8	1.3	0.6	0.8	1	-2	0.2	-5
O=C1NC(=O)C(=Cc2ccc(SC3CCCCC3)o2)C(=O)N1	-3	-6	0.9	1.0	1.1	7	-26	0.8	-73
CN1/C(=C\C=C2C(=O)NC(=S)NC2=O)C(C)(C)c2ccccc21	-1	1	57*	0.6	31*	1	0	-1.0	-41
C1CNC2NCCNC2N1 (stereo not drawn)	-1	-21	1.2	0.9	0.9	2	1	-0.2	-22
CC(C)CN1CCN(Cc2cccc3c2OCO3)CC1CCO (stereo not drawn)	4	-6	-0.2	0.5	0.1	9	5	-0.9	-11
CCCCOc1ccc(CN2CCN(CC)CC2)cc1	-3	-14	-0.1	-0.6	1.4	3	-9	-0.5	12
CCOP(=O)(Cc1ccc(C(=O)CC)o1)OCC	-1	-15	0.6	0.7	0.5	2	17	2.3	12
CCC(=NCc1cccnc1)c1c(O)n(-c2ccccc2C)c(=O)[nH]c1=O	2	0	-0.3	-0.2	0.6	1	11	0.3	-17
CC1CC(OC(=O)c2ccccc2)(c2ccccc2)C(C)CN1C (stereo not drawn)	0	8	1.5	-1.1	0.4	1	4	0.5	-36
Cc1nc2ccccc2c(=O)n1-c1ccc(Br)cc1[N+](=O)[O-]	0	-4	-1.6	-0.4	0.2	4	11	1.4	19
CN1C(=O)/C(=C/c2ccc(N3CCCCCC3)o2)C(=O)NC1=S	0	4	2.6	-0.4	2.9	4	-15	0.6	-10
O=C(Nc1ccccc1OC(=O)N1CCOCC1)N1CCOCC1	2	-19	0.7	-0.2	0.8	3	3	-0.3	19
O=S1(=O)CC2(N3CCOCC3)CCCCC21 (stereo not drawn)	2	-4	1.4	1.0	0.8	9	-17	1.0	26
O=C(c1ccc(Cl)cc1)C1CCCN(C2CCSCC2)C1 (stereo not drawn)	-1	-37	0.1	0.2	0.9	6	-16	0.2	-18

No new results follow: an excerpt of the list.
SMILES	Ba/F3 V617F tox	S1P4 antag	TRPN1 ag	PERK inh	TRPML3 agonist	BaF3 tox	m-calpain inh	S1P4 ag	EP2 mod
O=S1(=O)CC2(N3CCOCC3)CCCCC21 (stereo not drawn)	2	-4	1.4	1.0	0.8	9	-17	1.0	26
O=C(c1ccc(Cl)cc1)C1CCCN(C2CCSCC2)C1 (stereo not drawn)	-1	-37	0.1	0.2	0.9	6	-16	0.2	-18

Continued:
SMILES	Ba/F3 V617F tox	S1P4 antag	TRPN1 ag	PERK inh	TRPML3 agonist	BaF3 tox	m-calpain inh	S1P4 ag	EP2 mod
COc1cc(OC)c(OC)cc1CNCCc1ccc(OC)c(OC)c1	0	-9	1.2	0.2	0.9	3	-43	-0.4	67*
Clc1ccc2c(c1)C(c1ccccc1Cl)=NCc1nnc(N3CCN(CCSc4ccccc4)CC3)n1-2	1	-6	1.6	-0.4	-0.1	9	-79	-1.0	26
Cc1nc2nc(SCC(=O)N3CCC4(CC3)OCCO4)nn2c(C)c1Cc1ccccc1	-1	0	-0.1	0.2	0.7	3	11	3.3	-87
O=C(c1cc2c(s1)-c1ccccc1OC2)N1CCC2(CC1)OCCO2	0	-10	0.6	-1.2	-0.2	3	i	4.5	-49
CN1C(=O)C(=Cc2ccc(Sc3ccccc3)o2)C(=O)N(C)C1=O	1	-1	-0.8	0.2	0.5	7	-13	0.0	-5
COc1cc2c(cc1OC)[C@@]13CCN4CC5=CCO[C@H]6CC(=O)N2[C@H]1[C@H]6[C@H]5C[C@H]43	0	-3	0.2	-0.4	0.1	5	-20	-4.3	1
Cn1nc(-c2ccc(OCC(=O)N3CCN(Cc4ccccc4)CC3)cc2)c2ccccc2c1=O	1&5	-16&5	7.2&11	-0.1&0.1	4.6&5.3	39*!	6&-12	-0.5&0.3	-2&-28
Cc1ccc(C(=O)C2CN(C)CC2C(=O)c2ccc(C)cc2)cc1 (stereo not drawn)	-2	-19	0.0	0.3	0.2	4	-1	0.7	3
CCN(CC)S(=O)(=O)c1ccc(N=Cc2c(O)n(-c3ccccc3)c(=O)[nH]c2=O)cc1	0	-1	1.6	-0.7	0.6	1	-18	-0.1	1
CC(c1ccc(F)cc1)n1cc(C(=O)NCc2ccc3c(c2)OCO3)nn1 (stereo not drawn)	-5	7	3.6	-0.5	0.9	8	-27	0.1	6
NP(=O)(Oc1ccccc1Cl)Oc1ccccc1Cl	0	-25	-1.3	0.0	0.0	5	2	0.9	-42
CSc1ccccc1C(=O)C1CCCN(Cc2cccc(C)n2)C1 (stereo not drawn)	2	7	0.8	0.3	0.5	4	10	-0.6	-22
C#CCN(C)C(C)Cc1ccccc1 (stereo not drawn)	3	-15	-1.2	1.1	0.4	9	20	0.3	2
O=C(Cc1ccccc1)N1CCN(Cc2ccc([N+](=O)[O-])cc2)CC1	3	-19	1.9	0.2	0.8	10	-8	0.1	9
CC(=O)N1N=C(c2cccnc2)CC1c1ccccc1O (stereo not drawn)	-2	-10	1.4	0.9	0.6	-2	-16	2.0	6
O=C(C1CCCO1)N1CCC2(CC1)OCCO2 (stereo not drawn)	-1	-6	2.3	0.1	0.5	0	17	1.3	-5
O=c1c2ccccc2nc(-c2ccco2)n1-c1ccncc1	-6	3	0.7	0.1	0.9	0	18	0.4	36
O=C(COc1ccccc1)c1cn(Cc2ccccc2)c2ccccc12	1	2	0.0	-0.4	1.9	5	7	0.4	34
COc1ccc(-c2nc3ccccc3c(=O)n2-c2cccnc2)cc1	4	-16	2.1	0.2	0.6	8	2	-2.6	-10
CN1Cc2c(c(C#N)c(N)n(C)c2=S)CC1(C)C	-3	-1	1.7	-0.4	1.1	-2	-75	2.5	10
C=CCn1c(O)c(/C(C)=N/N2CCCCC2)c(=O)[nH]c1=O	-1	1	2.6	0.3	0.1	-6	-19	-0.1	5
OC(c1ccccc1)(c1ccccc1)C1CCNCC1	4	0	-0.7	-0.2	0.3	5	12	0.6	40
CCc1ccc(CN2CCCC(C(=O)c3sccc3C)C2)o1 (stereo not drawn)	-2	2	-2.5	-0.3	-0.1	0	4	0.8	-31
CC(=NCC1CCCO1)c1c(O)n(-c2ccccc2C)c(=O)[nH]c1=O (stereo not drawn)	3	14	2.3	0.3	0.8	-5	-16	-0.5	1
COc1ccc(-n2c(O)c(C(C)=NCCN3CCNCC3)c(=O)[nH]c2=O)cc1	5	-8	0.9	0.1	-0.1	7	-18	-0.9	20
CC(C)CNC(=O)c1c(N)n(Cc2ccco2)c2nc3ccccc3nc12	1	-5	3.1	0.3	1.5	3	-417	1.8	0
NNC(=O)CN1C(=O)CN=C(c2ccccc2)c2cc(Br)ccc21	7	1	-0.7	-2.0	0.2	2	6	0.0	26
C=CCN1C(=O)/C(=C/c2ccc(N3CCOCC3)o2)C(=O)NC1=S	-6	1	2.9	0.4	1.9	-1	20	-2.0	-8
COc1cc(CN2CC3CC(C2)c2cccc(=O)n2C3)cc(OC)c1OC (stereo not drawn)	-1	-6	0.7	0.2	-0.4	2	.	0.1	.
CN(C)Cc1ccccc1OC(=O)N(C)C	-6	-2	0.0	1.2	0.5	1	-18	3.2	3
Nc1ccccc1C(=O)OC1CSC1	2	-8	0.6	0.6	0.3	12	-109	-0.1	36

Not all compounds are listed; rates above refer to the full screens.
